CHO-K1 Ca PAM = M1 PAM counterscreen hit in parental CHO-K1 cells | ATP EC20, Fluo-8 calcium fluorescence; 0% at ATP EC20, 100% at ATP max | activation, % at 3 µM | hit rate 0.02% among 360,000 | AID 602247;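 active = activation above the run cutoff, the mean activation of all test compounds plus 3 SD, cut at about 40% in these data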;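 also: peak over basal fluorescence ratio in a 140 s read after ATP addition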
TAAR1 antag = human TAAR1 antagonism; Q96RJ0; CHO RD-HGA16 TAAR1, Fluo-8 calcium fluorescence, antagonist; inhibition, % at 3 µM; hit rate 1.5% among 360,000;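 active = inhibition above a per-plate cutoff, the mean inhibition of test compounds on that plate plus 3 SD, cut at about 49% in these data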;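 also: 0% = DMSO plus EC80 beta-PEA response and 100% = DMSO alone without agonist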
Target sequence (Q96RJ0 whole entry, looked up): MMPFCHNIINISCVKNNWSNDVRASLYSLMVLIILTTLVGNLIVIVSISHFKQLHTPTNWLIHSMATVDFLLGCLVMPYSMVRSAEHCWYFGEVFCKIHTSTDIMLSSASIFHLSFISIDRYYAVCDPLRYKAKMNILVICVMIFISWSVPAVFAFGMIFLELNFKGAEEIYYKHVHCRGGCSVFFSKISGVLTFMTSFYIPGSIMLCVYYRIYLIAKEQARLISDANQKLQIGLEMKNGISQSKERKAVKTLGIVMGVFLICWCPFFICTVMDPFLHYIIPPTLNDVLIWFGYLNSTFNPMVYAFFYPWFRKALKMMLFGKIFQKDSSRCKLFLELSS
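Assay system: CHO-derived RD-HGA16 cells stably expressing human TAAR1 plus Gα16. Timing: 140 s kinetic read after compound, 140 s after agonist. Technique: kinetic Fluo-8 calcium fluorescence measurement. Measure: % inhibition of agonist calcium response.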
V1aR counter = counter-screen for oxytocin receptor agonists: human V1a receptor agonists; P37288; CHO-V1R cells, Fluo-8 calcium fluorescence, agonist mode; 0% DMSO, 100% 3 nM vasopressin; activation, % at 3 µM; hit rate 0.25% among 320,000;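 active = activation above the mean activation of all tested compounds plus 3 SD, per screening run, cut at about 20% in these data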;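 also: signal is peak over basal fluorescence ratio across a 100 second FLIPR read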
Target sequence (P37288 whole entry, looked up): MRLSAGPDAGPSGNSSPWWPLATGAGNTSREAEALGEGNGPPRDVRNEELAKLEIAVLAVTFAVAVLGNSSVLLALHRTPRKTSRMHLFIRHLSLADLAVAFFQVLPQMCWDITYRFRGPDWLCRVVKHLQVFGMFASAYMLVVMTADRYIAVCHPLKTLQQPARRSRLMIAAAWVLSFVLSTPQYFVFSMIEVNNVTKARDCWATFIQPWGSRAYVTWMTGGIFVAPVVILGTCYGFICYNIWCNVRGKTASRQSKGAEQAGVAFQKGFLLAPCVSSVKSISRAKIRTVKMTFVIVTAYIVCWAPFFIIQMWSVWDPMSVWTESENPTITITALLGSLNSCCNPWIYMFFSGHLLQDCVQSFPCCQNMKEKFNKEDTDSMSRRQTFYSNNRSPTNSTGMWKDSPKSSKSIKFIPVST
CHO-K1 Ca ag = nonselective activator or artifact in parental CHO-K1 cells; Fluo-8 calcium fluorescence; scaled to maximal ATP response, vehicle zero; activation, % at 3 µM; hit rate 0.48% among 360,000; in the data active = activation above about 15%;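 also: untransfected CHO-K1 host cells lacking M1 receptor as counterscreen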
OXTR potentiator = potentiators of human oxytocin receptor | hit rate 0.061% among 320,000 | activation, % at 3 µM | CHO-OTR cells, Fluo-8 calcium fluorescence, potentiator mode; 0% = oxytocin EC15, 100% = EC100 | P30559 | AID 2445;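 active = activation above that plate's cutoff, the mean activation of tested compounds plus 3 SD, cut at about 6.6% in these data, passing the limit was not always enough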;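 also: 100% uses oxytocin at 75 nM as the full agonist control; some results filed as inactive read as strong as hits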
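System: human OTR in CHO cells / Also added: sub-maximal oxytocin, roughly EC15 / Control set: EC15 oxytocin low, 75 nM oxytocin high / Schedule: 6 min compound pre-incubation at room temperature, 100 s kinetic read / Compound: single-point 3.0 µM / Replication: singlicate / Technique: Fluo-8 calcium dye fluorescence / Read-out basis: % activation of max/min ratio relative to oxytocin controls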
CHO-K1 Ca antag = counter-screen for M1 antagonists: effect in parental CHO-K1 cells | ATP-induced calcium, Fluo-8 fluorescence | inhibition, % at 3 µM | hit rate 0.6% among 360,000 | AID 602250;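 active = inhibition above a per-plate cutoff, the plate's mean sample inhibition plus 3 SD, cut at about 24% in these data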;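 also: 0% = DMSO plus EC80 ATP and 100% = DMSO alone without ATP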
GPR7 antagonist = antagonists of human GPR7 (neuropeptides B/W receptor 1); GPR7-expressing cells, fluorescence antagonist assay; hit rate 1.1% among 290,000; AID 1861; P48145; inhibition, % at 4.4 µM; in the data active = inhibition above about 16%, passing the limit was not always enough;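 also: cells stimulated with the agonist NPW; 0% = agonist with vehicle and 100% = vehicle without agonist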
CHO parental Ca = counter-screen for OX1R antagonists: effect in parental CHO cells. parental CHO-K1, ATP-induced calcium, Fluo-8 fluorescence. inhibition, % at 5.6 µM. hit rate 0.63% among 330,000. AID 463079;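 active = inhibition above that plate's mean sample inhibition plus 3 SD, cut at about 26% in these data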;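 also: 0% = ATP-challenged DMSO wells and 100% = DMSO wells without ATP; some compounds past the cut are filed as inactive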
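Material – parental CHO cells · Reagent – ATP stimulus · Compound – single nominal dose of 5.6 µM per compound · Detection – Fluo-8 fluorescence · Read-out basis – percent inhibition of calcium signal · Controls – ATP-challenged DMSO wells low, unchallenged DMSO wells high · Repeats – no replicates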
OXTR agonist = activates the human oxytocin receptor. CHO-OTR cells, Fluo-8 calcium fluorescence; normalized: DMSO 0%, oxytocin 100%. activation, % at 3 µM. P30559. hit rate 0.32% among 320,000;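 active = activation above the mean of all tested compounds plus 3 SD, cutoff set per screening run, cut at about 20% in these data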;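 also: peak over basal fluorescence ratio from a 100 s FLIPR kinetic read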
Active calls of the source: *; x = not tested or not shown.

SMILES	CHO-K1 Ca PAM	TAAR1 antag	V1aR counter	CHO-K1 Ca ag	OXTR potentiator	CHO-K1 Ca antag	GPR7 antagonist	CHO parental Ca	OXTR agonist
Cc1ccc(C)c(NC(=O)CCC(=O)NNS(=O)(=O)c2ccc(Cl)cc2)c1	11	11	-0.1	0.0	-3	-18	x	-15	-0.1
COc1c(C)cc(C(=O)C2CCCN(C(=O)C3=C(C)OCCO3)C2)cc1C (stereo not drawn)	19	-7	0.9	1.1	-2	-13	-15	-5	-1.0
CC(C)C(NC(=O)c1ccccc1F)C(=O)NCCc1ccccn1 (stereo not drawn)	12	-21	1.2	3.7	2	-15	3	-15	-0.1
Cc1ccccc1-n1ncc2c1CC(C)(C)CC2NC(=O)CN1CCCC1=O (stereo not drawn)	-5	-16	0.8	1.1	-9	-2	-15	-2	-0.3
CCOC(=O)C(=CNc1cc(C)ccc1-n1cccc1)C(=O)OCC	16	-27	-1.6	0.4	-5	-4	-6	-26	-3.4
CN1CCC(C)(C(=O)Nc2ccc3c(c2)OCCO3)C1 (stereo not drawn)	-2	-12	x	0.4	x	-10	x	x	x
NCCc1nnc(SCc2ccccc2F)o1	12	-8	1.4	0.9	-3	-10	-10	-4	0.6
Cc1cc(C(C)(C)C)oc1C(=O)N(CC(=O)NC1CCCC1)Cc1ccc(Cl)cc1	16	56*	2.8	1.4	-5	-16	6	-24	4.0
Cc1cc(N)n(-c2ncnc3scc(-c4ccc(Cl)cc4)c23)n1	11	-8	-0.9	1.8	-7	5	-9	-18	-0.8
CC(C)n1nnnc1SCC(=O)N1CCN(C(=O)c2ccco2)CC1	9	-13	0.3	0.8	-12	-9	-15	6	-0.6
CCOC(=O)C1=C(CCc2ccccc2)NC(=O)NC1c1cccc([N+](=O)[O-])c1 (stereo not drawn)	9	42	-0.9	-0.2	-9	-19	-3	-11	-0.6
COc1ccc(NC(=O)CO/N=C2/CCCc3nonc32)c(OC)c1	-13	-7	0.4	7.2	-4	7	-10	-4	2.7
CN(Cc1cnn(C)c1)S(=O)(=O)c1cccc([N+](=O)[O-])c1	14	9	0.3	0.5	-7	-14	3	8	-0.1
Cc1ccc(S(=O)(=O)NCC(=O)OCC(=O)Nc2ccc(C)c(S(=O)(=O)N3CCOCC3)c2)cc1	7	-17	0.1	2.6	-7	-20	x	-12	1.2
Cc1cc2ccccc2c(=O)n1CC(=O)NCC(=O)N1CCCC(C)C1 (stereo not drawn)	13	11	-0.1	0.3	-3	-7	6	2	0.7
COc1ccc(NC(=O)C2c3ccccc3OCC(=O)N2Cc2cccnc2)cc1 (stereo not drawn)	-9	9	x	0.5	x	-5	x	x	x
O=C1C=CC2C(c3ccc4c(c3)OCO4)CC1N2Cc1ccccc1 (stereo not drawn)	0	15	0.4	-0.1	-4	8	0	-3	1.1
Cc1cccc(C)c1-n1nnnc1-c1nc2cc(Br)ccc2[nH]c1=O	23	-22	x	0.0	x	-15	x	x	x
Cc1ccc(S(=O)(=O)N2C3C=CC(C3)C2C(=O)O)cc1 (stereo not drawn)	1	-21	-0.4	0.0	-4	1	-8	8	1.1
CNC(=O)CN(c1ccc(Oc2ccccc2)cc1)S(=O)(=O)c1ccc(C)cc1	6	4	0.7	-0.5	-4	-3	-33	-13	-0.6
CCOc1ccc(CCNC(=O)c2cc3ccccn3n2)cc1OCC	11	-16	2.1	5.2	-5	0	-14	-10	1.2
NN1C(=O)/C(=C\c2ccco2)SC1=S	-3	-16	-0.2	0.0	-4	-4	-6	-2	0.8
O=C(c1cccs1)N(Cc1ccc(Cl)cc1)C1CCS(=O)(=O)C1 (stereo not drawn)	6	-7	1.5	4.2	-6	-12	0	-14	1.0
O=C(c1ccc(-c2ccc([N+](=O)[O-])cc2)o1)N1CCCCC1	12	0	-0.8	-0.2	-6	3	5	-9	-1.4
COc1ccc(C(=O)C2CCCN(Cc3c[nH]c4ccccc34)C2)c(OC)c1 (stereo not drawn)	19	12	2.8	0.7	0	0	-7	-6	4.1
Cc1nc(-c2ccc(F)cc2)c(CC(=O)N(C)CC(=O)Nc2ccccc2Br)s1	-10	-24	-1.3	-0.4	-5	-2	x	-18	-2.6
Cc1cc(F)ccc1C(O)c1ncc(-c2ccc(Oc3ccccc3)cc2)[nH]1 (stereo not drawn)	-6	11	x	0.3	x	-1	x	x	x
CC(=O)Nc1ccc(S(=O)(=O)N(C)CC(=O)N/N=C/c2ccc(C(=O)O)cc2)cc1	8	-4	0.6	0.1	-4	4	-3	-5	0.2
O=C(Nc1nnc(C23CC4CC(CC(C4)C2)C3)s1)c1ccco1	12	3	2.2	0.1	-9	-11	-7	-5	1.6
CCN(CC)S(=O)(=O)c1ccc(N2CCOCC2)c(NC(=O)c2cc3ccccc3oc2=O)c1	33	-1	-0.2	11	-12	-7	-6	-8	-0.6
COc1cccc(NC(=O)CN(C)C(=O)CN2C(=O)NC3(CCCC3)C2=O)c1	2	-14	1.9	0.3	0	-3	x	5	1.2
Cc1cc(C)nc(S/C=C/C(=O)c2ccc(F)cc2)n1	x	x	-0.1	x	-2	x	-2	0	-0.4
O=C(O)CN1C(=O)/C(=C/C=C/c2ccccc2)SC1=S	-10	-5	2.0	0.2	-4	31*	-19	4	1.2
O=C(NCC1CCCO1)C1CCN(S(=O)(=O)c2cccc3nonc23)CC1 (stereo not drawn)	22	9	0.4	0.8	-3	-12	-4	3	1.5
CC(=O)Nc1cccc(NC(=O)C2C3C=CC(C3)C2C(=O)O)c1 (stereo not drawn)	18	-18	0.0	0.6	-13	-12	9	-2	0.1
O=C(Cn1nc(-c2ccccc2)c2ccccc2c1=O)NCCO	15	-9	0.1	5.0	-2	-3	-2	1	-0.1
COc1cccc(-c2ccc3c(c2)C2CC3CCN2C(=O)c2ccc(Cl)cc2)c1 (stereo not drawn)	8	-5	x	0.6	x	-19	x	x	x
O=C(CCN1C(=O)/C(=C/c2ccc3c(c2)OCO3)SC1=S)Nc1ccc(C(=O)O)cc1	-2	4	0.3	-0.2	-13	9	-8	2	0.6
c1nc(NC2CCCCC2)c2[nH]cnc2n1	16	5	0.2	1.2	-5	-7	-5	2	-0.8
Cc1nc2nc(-c3cccnc3)[nH]n2c(=O)c1Cc1ccccc1	11	-4	-0.3	0.1	-11	-6	-6	-12	2.2
O=C(/C=C/[C@H]1O[C@@H](n2ccc(=O)[nH]c2=O)[C@H](O)[C@@H]1O)NCCCc1ccccc1	22	-22	x	0.6	x	-17	x	x	x
COc1ccc(CN2CCCCCC2)cc1	-22	-18	0.8	-0.3	-13	25*	-6	-8	-0.3
COc1cccc(/C=N/NC(=O)CNC(=O)/C=C\c2ccccc2)c1O	1	-14	3.4	4.0	-7	-15	4	-17	1.1
CCC1(N(C(C)=O)c2ccc(OC)cc2)C(=O)c2ccccc2C1=O	-10	6	1.7	3.4	-4	2	-1	10	2.2
COc1ccc(Br)cc1CNc1ccc(O)cc1	-3	-2	0.8	1.6	1	12	-7	-27	-0.4
CNC(=S)N(Cc1cccs1)Cc1cc2cc(OC)c(OC)cc2[nH]c1=O	2	1	1.4	1.0	-5	3	-5	-16	0.6
Cc1ccc(S(=O)(=O)c2cc(C)cc(S(=O)(=O)Nc3ccc(C(=O)O)cc3)c2C)cc1	-3	5	0.6	2.2	4	4	-15	3	0.1
COc1ccc(CCNC(=O)c2ccc(CS(=O)Cc3ccc(Cl)cc3)o2)cc1OC (stereo not drawn)	1	-5	4.2	5.7	-10	-6	-11	-11	3.3
CCCCOc1ccc(C(=O)N2CCN(c3ncccn3)CC2)cc1	11	-17	-0.5	0.4	0	-2	-10	-7	-1.9
CCOC(=O)c1sc(=S)n(-c2cc(OC)ccc2OC)c1N	12	2	2.7	1.2	-6	-7	0	-17	2.1
Cc1sc2ncnc(Nc3ccc(N4CCOCC4)cc3)c2c1-c1ccccc1	24	-14	-1.0	-0.4	-5	-11	0	-25	-1.2
C[C@@H]1CCCCO[C@H](CN(C)C(=O)Nc2ccc(C(F)(F)F)cc2)[C@@H](C)CN([C@H](C)CO)C(=O)c2cc(NC(=O)c3ccncc3)ccc2O1	28	-4	x	0.2	x	-16	x	x	x
CCC(C)[C@H](N)c1nnc(SCC(=O)Nc2cccc(Cl)c2)o1 (stereo partly drawn)	19	-6	2.8	1.0	-1	-8	-6	1	4.4
O=C(Nc1ccc(Cl)c(Cl)c1)OCc1cccnc1	-1	4	12	7.6	-22	27*	8	76*	12
COC(=O)c1cn(NC(=O)c2cccc(OC)c2)c(=O)c2ccccc12	24	17	-0.8	1.0	-6	-9	3	-1	-0.6
CCNC(=S)Nc1cc(OCC)c(NC(=O)c2cccs2)cc1OCC	11	-10	-0.7	0.3	2	-2	-3	-13	1.0
CCC(C)Sc1cc(C(F)(F)F)c(C(=O)Nc2ccc(Cl)cc2)cn1 (stereo not drawn)	-5	-19	5.7	1.6	-16	5	-19	9	0.8
N#CC(C(=S)Nc1ccccc1)c1nc2ccccc2[nH]1 (stereo not drawn)	-17	8	3.8	3.8	-15	11	1	4	2.4
CCOc1ncccc1C(=O)OCCCC(=O)c1ccc(Br)cc1	7	2	-0.7	0.9	-6	-9	x	-27	-1.1
O=C(CNC(=O)c1ccccc1Br)NCC(c1ccco1)N1CCCCC1 (stereo not drawn)	-13	-6	x	0.2	x	12	x	x	x
CN1CCN(C2CN(Cc3cn(Cc4ccc(C(F)(F)F)cc4)nn3)S(=O)(=O)C2)CC1 (stereo not drawn)	14	-28	x	0.9	x	-7	x	x	x
CCN(CC)CCCn1c2c(c(SCC(=O)Nc3cc(C)on3)nc1=O)CCC2	22	13	1.8	1.4	-3	-15	x	-1	-0.1

Ordered by molar mass (descending): three of the compounds above
SMILES	CHO-K1 Ca PAM	TAAR1 antag	V1aR counter	CHO-K1 Ca ag	OXTR potentiator	CHO-K1 Ca antag	GPR7 antagonist	CHO parental Ca	OXTR agonist
C[C@@H]1CCCCO[C@H](CN(C)C(=O)Nc2ccc(C(F)(F)F)cc2)[C@@H](C)CN([C@H](C)CO)C(=O)c2cc(NC(=O)c3ccncc3)ccc2O1	28	-4	x	0.2	x	-16	x	x	x
COc1cccc(/C=N/NC(=O)CNC(=O)/C=C\c2ccccc2)c1O	1	-14	3.4	4.0	-7	-15	4	-17	1.1
CCC1(N(C(C)=O)c2ccc(OC)cc2)C(=O)c2ccccc2C1=O	-10	6	1.7	3.4	-4	2	-1	10	2.2

Outcome played no part in choosing rows; overall some 3.5% were active at least once.
